TCR CD3 inh – inhibitors of human TCR-CD3 interaction, primary screen, biochemical, fluorescence, TAMRA-labeled TCR probe; inhibition, % at 9.4 µM; actives 0.37% (n = 360,000); in the data active = inhibition above about 19%;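 also: recombinant mutant TCR 2C K166C tagged with TAMRA read by polarization; 0% = receptor in buffer alone and 100% = receptor with positive control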
PRMT1 inh – PRMT1 methyltransferase inhibitors, primary screen, biochemical, fluorescence polarization. AID 652257, 2013. actives 1.3% (n = 370,000). inhibition, % at 2.79 µM. recombinant PRMT1, activity-based probe fluorescence polarization. Protein arginine N-methyltransferase 1 (Homo sapiens), Q99873;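 active = inhibition above about 21% made by adding two undisclosed values, limit read from the data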
Target sequence (Q99873 whole entry, looked up): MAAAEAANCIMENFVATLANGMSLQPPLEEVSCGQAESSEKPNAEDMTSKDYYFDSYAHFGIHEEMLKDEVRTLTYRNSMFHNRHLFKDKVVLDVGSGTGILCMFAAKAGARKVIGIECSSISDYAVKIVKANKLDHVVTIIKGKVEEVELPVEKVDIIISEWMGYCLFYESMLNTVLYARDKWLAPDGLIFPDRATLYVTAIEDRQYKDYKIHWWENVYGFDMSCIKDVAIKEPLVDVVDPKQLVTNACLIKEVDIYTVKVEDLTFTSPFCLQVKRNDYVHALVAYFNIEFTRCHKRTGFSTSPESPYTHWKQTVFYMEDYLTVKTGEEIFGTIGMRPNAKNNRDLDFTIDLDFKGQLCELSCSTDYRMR
UHRF1 binding – UHRF1 methylated DNA binding inhibitors, primary screen, counter-screen for MBD2 inhibitor project, biochemical, TR-FRET, human UHRF1, single concentration; UHRF1 binding to methylated oligo; AID 687016, 2013; E3 ubiquitin-protein ligase UHRF1 (Homo sapiens), Q96T88; actives 0.75% (n = 370,000); inhibition, % at 4.4 µM; in the data active = inhibition above about 21%;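 also: UHRF1 SRA domain binding a hemimethylated CpG hairpin DNA probe; 0% = median of test compound wells and 100% = reference inhibitor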
LEDGF integ inh – blockers of LEDGF/p75-dependent integrase strand transfer – biochemical, TR-FRET, high throughput, primary screen; inhibition, % at 3.7 µM; TR-FRET IN-LEDGF/p75 DNA integration, Eu/Cy5; actives 0.64% (n = 370,000); HIV-1 integrase (with human LEDGF/p75);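 active = inhibition above the screen-wide mean plus 3 SD, cut at about 13% in these data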;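 also: signal is the Cy5 over europium emission ratio at 671 and 618 nm; 0% = plate median of compound wells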
PG9 binder – binders of HIV-1 gp120 antibody PG9, primary screen, biochemical, TR-FRET | HIV-1 gp120 / PG9 antibody interaction | inhibition, % at 6.7 µM | actives 0.43% (n = 360,000) | TR-FRET gp120-PG9 antibody binding; in the data active = inhibition above about 8.5%
HTRA1 inh – HTRA1 serine protease inhibitors, primary screen, biochemical, fluorescence polarization, HTS | recombinant HTRA1, FP-rhodamine activity-based probe | Q92743 | inhibition, % at 5.96 µM | actives 0.5% (n = 340,000); in the data active = inhibition above about 36%;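 also: 0% = enzyme with DMSO and 100% = wells lacking enzyme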
Target sequence (Q92743 whole entry, looked up): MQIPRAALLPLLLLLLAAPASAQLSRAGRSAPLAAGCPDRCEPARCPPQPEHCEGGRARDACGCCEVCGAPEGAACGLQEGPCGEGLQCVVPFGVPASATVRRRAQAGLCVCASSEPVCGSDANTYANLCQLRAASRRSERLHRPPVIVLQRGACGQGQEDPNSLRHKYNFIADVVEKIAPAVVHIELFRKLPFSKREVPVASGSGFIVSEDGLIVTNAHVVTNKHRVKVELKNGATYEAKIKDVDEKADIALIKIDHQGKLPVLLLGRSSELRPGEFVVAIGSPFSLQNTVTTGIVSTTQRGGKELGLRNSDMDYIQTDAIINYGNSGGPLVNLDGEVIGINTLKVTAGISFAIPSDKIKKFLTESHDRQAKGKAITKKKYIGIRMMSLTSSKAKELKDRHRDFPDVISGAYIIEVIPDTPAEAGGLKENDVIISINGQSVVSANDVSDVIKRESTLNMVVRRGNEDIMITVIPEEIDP
SIAE primary – human SIAE inhibitors, primary screen, biochemical, fluorescence polarization, FP-Rh probe, 1536-well HTS; Sialate O-acetylesterase (Homo sapiens), Q9HAT2; SIAE FP-Rh probe binding; inhibition, % at 9.66 µM; actives 0.69% (n = 370,000);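 active = inhibition above a cutoff: mean of compounds within the control limits plus 3 SD of those, cut at about 17% in these data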;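 also: 0% = plate median of compound wells and 100% = probe without SIAE protein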
TDP2 inh – human TDP2 enzyme inhibitors, primary screen, biochemical, epi absorbance, recombinant enzyme; inhibition, % at 12.8 µM; Tyrosyl-DNA phosphodiesterase 2 (Homo sapiens), O95551; T5PNP hydrolysis, p-nitrophenol absorbance 415 nm; actives 0.34% (n = 370,000);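 active = inhibition above the mean of all tested compounds plus 3 SD, set per campaign, cut at about 25% in these data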;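 also: 0% = DMSO with enzyme and 100% = buffer with substrate but no TDP2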
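test system = human TDP2 enzyme | input = TDP2 enzyme at 120 nM final | medium = 50 mM Tris-HCl pH 7.5 with Mg2+, KCl, DTT, BSA | also added = T5PNP substrate, 5 mM | times = 2 h at 37 °C | technique = epi absorbance | benchmarks = high control without enzyme, low control DMSO plus TDP2 | replication = each compound tested once, singlicate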
mABHD4 FP – ABHD4 inhibitors, primary screen, biochemical, fluorescence polarization, mouse | (Lyso)-N-acylphosphatidylethanolamine lipase (Mus musculus), Q8VD66 | purified mABHD4, FP-Rh probe fluorescence polarization | AID 720543, 2013 | inhibition, % at 8.92 µM | actives 0.54% (n = 370,000);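 active = inhibition exceeding the mean over every tested compound plus 3 SD, cut at about 30% in these data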;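 also: 0% = plate median of compound wells and 100% = S159A mutant with DMSO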
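Doses – 8.92 µM, single dose · Material – wild-type mouse ABHD4 protein · Replication – single well per compound (singlicate) · Measure – percent inhibition of probe binding, normalized to plate controls · Schedule – 45 min compound pre-incubation plus 60 min probe step, 25 °C · Detection – fluorescence polarization with parallel and perpendicular emission, 525/598 nm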
DDE Tn7 FP inh – inhibitors of Tn7 peptide binding to fibrin DD(E), primary screen, biochemical, fluorescence polarization, human fibrin, Tn7 probe. Fibrinogen beta chain (Homo sapiens), P02675. FP displacement of FITC-Tn7 peptide from fibrin DD(E); 0% = median of compound wells per plate. inhibition, % at 8.3 µM. actives 0.13% (n = 370,000);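 active = inhibition above the mean of compounds falling within the control limits plus 3 SD of them, cut at about 14% in these data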;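 also: 0% = plate median of compound wells and 100% = 10 µM Aha-Tn7 peptide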
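Assay system: Human clot-derived fibrin DD(E) complex | Buffer or medium: Tris/NaCl/CaCl2 buffer, pH 7.8 | Repeats: One replicate per compound | Benchmarks: Aha-Tn7 high control | Measure: % inhibition scaled between sample-field median and high-control FP | Schedule: 10 min plus 3 h, room temperature | Signal: Fluorescence polarization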
Active calls of the source: *; x = no result given.

SMILES	TCR CD3 inh	PRMT1 inh	UHRF1 binding	LEDGF integ inh	PG9 binder	HTRA1 inh	SIAE primary	TDP2 inh	mABHD4 FP	DDE Tn7 FP inh
COc1ccc(C(=O)N/N=C/c2ccc(OC(=O)c3cccs3)cc2)cc1	9	-3	3	2	-2.0	-2	-4	-3	2	-4
CCc1nc(SCC(=O)NCCc2ccccc2)c2c(=O)n(C)c(=O)n(C)c2n1	7	-6	1	0	-3.0	-3	8	-19	4	3
Cc1cccc(CC(=O)NC2CCCCCC2)c1	7	1	1	-1	-0.8	-5	1	4	1	4
CCC1CCC/C1=N\NC(=O)c1cc(C)[nH]n1 (centres undefined)	-3	-1	-2	5	-1.9	2	11	-11	0	2
CCn1c(C)nc2cc(S(=O)(=O)N3CCCC3)ccc21	-5	14	4	-1	-0.7	4	2	-4	-10	2
CC(=O)c1ccc(NC(=O)c2sc3nc4n(c(=O)c3c2C)CCCCC4)cc1	5	0	1	3	-0.6	-4	-4	-14	-1	-1
Cc1ccc(-c2c3c(=O)n(C)c(=O)n(C)c3cn2CCCN2CCOCC2)cc1	6	-1	9	1	-0.3	4	-9	-21	-7	1
Cn1ncc(N=Cc2c(O)ccc3ccccc23)c1C(=O)N1CCOCC1	7	-3	-5	0	-2.8	-1	2	-9	2	9
CC1=NN(C(=O)c2ccccc2)C(O)(c2ccc(Br)cc2)C1 (centres undefined)	24*	1	1	-3	-3.0	32	2	0	8	-5
CCOc1ccc(NC(=O)COc2ccccc2C(=O)NCc2ccccc2)cc1	-3	-5	-3	5	-1.2	-16	4	-9	-12	2
O=[N+]([O-])c1ccc(N2CCOCC2)cc1	0	-3	-4	-1	-1.4	5	4	5	5	-5
COc1ccccc1N(CC(=O)Nc1ccc2c(c1)OCCO2)S(C)(=O)=O	2	0	10	0	4.1	-3	1	9	-2	0
COc1ccc(-c2nc(-c3ccccc3)no2)c(OC)c1	2	2	2	-2	-2.4	-15	-3	2	-11	5
O=C(/C=C/c1ccc(OCCCF)cc1)NCc1cccc(Cl)c1	-2	0	-2	-3	-1.5	-8	-5	8	-5	-4
CN(C)S(=O)(=O)c1ccc(NC(=O)Cn2ccsc2=N)cc1	-2	6	2	-5	1.1	-2	2	5	1	-1
NC(=O)CSc1nnc(NC(=O)C2CC(=O)N(c3ccc(F)cc3)C2)s1 (centres undefined)	2	8	-2	1	-0.5	-1	-2	-10	3	-4
CS(=O)(=O)Nc1nnc(SCC(=O)N(c2ccccc2)c2ccccc2)s1	5	2	-1	3	-1.0	2	-1	8	-3	-3
CCC(c1nnnn1C(C)(C)CC)N(CCCO)Cc1cc2cc(C)cc(C)c2[nH]c1=O (centres undefined)	0	5	-3	0	-1.2	-4	-7	-8	-3	-7
CN(C)C(CN=C1NS(=O)(=O)c2ccccc21)c1ccco1 (centres undefined)	-9	1	3	2	-2.5	13	3	1	1	-5
COc1ccccc1CN(C)C(=O)c1cccc(S(=O)(=O)N2CCN(Cc3ccccc3)CC2)c1	4	1	2	2	-1.4	-11	-1	-2	1	4
C=CC[C@@H](CC(=O)N[C@@H](CO)Cc1ccccc1)C(=O)NCCOC(=O)[C@@H](CC=C)CC(=O)OC(C)(C)C	-6	4	3	-1	2.5	-2	1	-23	-12	2
CN(c1ccccc1)S(=O)(=O)c1ccc2[nH]c(=O)[nH]c2c1	1	4	3	-2	-1.2	-2	-4	3	8	2
Cc1cc(Br)ccc1NC(=O)CNC(=O)c1ccc(-n2cncn2)c([N+](=O)[O-])c1	2	0	0	-1	0.5	-7	9	1	7	6
CCCS(=O)(=O)NC(=O)C1(C)CCCN(C(=O)c2cc(C)on2)C1 (centres undefined)	0	0	-1	-1	0.7	x	5	1	5	1

Sorted by the number under TCR CD3 inh (descending): some entries from above.
SMILES | TCR CD3 inh
CCC(c1nnnn1C(C)(C)CC)N(CCCO)Cc1cc2cc(C)cc(C)c2[nH]c1=O (centres undefined) | 0
CCC1CCC/C1=N\NC(=O)c1cc(C)[nH]n1 (centres undefined) | -3
CCn1c(C)nc2cc(S(=O)(=O)N3CCCC3)ccc21 | -5
CN(C)C(CN=C1NS(=O)(=O)c2ccccc21)c1ccco1 (centres undefined) | -9

Limited to mABHD4 FP and TCR CD3 inh (2 entries from above):
mol	mABHD4 FP	TCR CD3 inh
C=CC[C@@H](CC(=O)N[C@@H](CO)Cc1ccccc1)C(=O)NCCOC(=O)[C@@H](CC=C)CC(=O)OC(C)(C)C	-12	-6
CN(c1ccccc1)S(=O)(=O)c1ccc2[nH]c(=O)[nH]c2c1	8	1

Next part
SMILES	TCR CD3 inh	PRMT1 inh	UHRF1 binding	LEDGF integ inh	PG9 binder	HTRA1 inh	SIAE primary	TDP2 inh	mABHD4 FP	DDE Tn7 FP inh
Cc1cccc(OCC(=O)Nc2ccc(NC(=O)c3ccccc3)cc2)c1	-4	-3	-3	1	-0.2	-3	-2	8	-1	1
CC(C)(C)S(=O)(=O)Cc1nc(-c2ccc(Cl)c(Cl)c2)cs1	-5	-1	2	-6	0.1	-23	-9	5	0	1
COc1cc(CC(=O)OCC(=O)c2ccc(F)cc2)cc(OC)c1OC	-3	-5	0	-1	-0.8	-1	2	12	1	3
COc1cccc(NC(=O)CCCn2c(=S)[nH]c3ccccc3c2=O)c1	2	-3	-1	-3	-0.6	-6	-3	-2	0	5
O=C1c2cccnc2C(=O)N1Cc1cccs1	-7	3	2	-6	1.7	-1	-4	-6	-3	6
CC(CCN1CCC(CN2C(=O)C(=O)NC[C@@H]2Cc2ccccc2)CC1)c1ccccc1 (some centres undefined)	-3	-2	-2	2	0.3	2	1	-11	-2	-4
CC1(C)Cc2c(sc3c2c(=N)n(Cc2ccco2)c(=O)n3Cc2ccccc2)CO1	-9	-2	-1	6	1.4	-25	1	4	-8	1
C=CCc1ccc(OCC(O)CN2CCN(c3ccccc3OC)CC2)c(OC)c1 (centres undefined)	0	3	-1	-4	-1.1	10	1	16	10	-4
CSc1cccc(NS(=O)(=O)c2cccs2)c1	4	-1	0	-4	-0.4	-5	7	12	1	6
CCCN(CCC)CCCNC(=O)c1cc2c(=O)[nH]c3ccccc3c2n1C	3	2	4	-5	-0.3	-1	2	-2	4	-1
C=CCn1c(SCC(=O)C(C)(C)C)nnc1-c1cccs1	4	-2	0	2	-3.4	-4	-4	3	2	2
COc1ccc2c(C)cc(SCC(=O)Nc3cccnc3Cl)nc2c1	8	-5	-3	0	1.4	2	-5	11	-10	6
CNC(=O)c1ccc(CN(C)C(=O)c2cccc(S(=O)(=O)N3CCc4ccccc4C3)c2)cc1	-4	5	0	-3	-0.7	-3	-5	7	-4	5
CCN(c1cccc(C)c1)S(=O)(=O)c1ccc2c3c(cccc13)C(=O)N2	10	2	-4	0	0.3	-53	-16	-10	-16	0
CN(C)C(=O)c1cccc(-c2ccc3nncn3c2)c1	-8	-3	3	1	-1.1	x	3	4	-1	3
Cc1ccc(-c2nc3ccccc3o2)cc1NC(=S)NC(=O)c1cc2ccccc2o1	-5	0	3	1	1.8	3	-13	5	10	-1
O=C(/C=C/c1cccc(F)c1)NCc1ccc2c(c1)OCO2	-3	0	0	1	-2.5	-4	-8	11	0	-11
COc1ccc(CC(=O)NCC(=O)N=Nc2c(O)[nH]c3ccccc23)cc1	5	-2	-3	2	-5.1	-2	0	5	-4	3
Cc1ccc(NC(=O)C2CCC(C(C)(C)C)CC2)cc1S(=O)(=O)N1CCOCC1 (centres undefined)	0	-2	1	1	-3.3	-43	-31	-9	-25	-1
CN(c1ccccc1)S(=O)(=O)c1nnc(NC(=O)c2ccco2)s1	2	6	1	-1	-0.2	-1	-1	5	8	-5
COc1cccc(NC(=O)C2CC(=O)N(Cc3ccco3)C2)c1 (centres undefined)	-5	0	1	4	-0.1	2	-3	-3	9	-7
COc1ccc(Nc2ncnc3c2cnn3Cc2ccc(C)cc2)cc1	0	2	0	-2	2.2	-23	2	3	-7	5
Fc1cccc(F)c1C(Nc1nncs1)Nc1nncs1	-4	-6	-1	1	-0.8	x	4	-7	-1	-8
O=[N+]([O-])c1ccc2c(c1)OCCOCCOCCOCCOCCOCCO2	-2	1	8	0	-3.5	4	3	-12	-4	2
O=C(O)C1Nc2c(O)cc(Cl)c([N+](=O)[O-])c2C2C=CCC12 (centres undefined)	91*	36*	93*	72*	-6.3	66*	53*	17	61*	3
Cc1ccsc1/C=N/Nc1nc(Cl)c(Cl)cc1Cl	2	1	3	3	-3.5	0	0	-3	-4	-3

Fetched by structure from the list above (seven):
SMILES	TCR CD3 inh	PRMT1 inh	UHRF1 binding	LEDGF integ inh	PG9 binder	HTRA1 inh	SIAE primary	TDP2 inh	mABHD4 FP	DDE Tn7 FP inh
Cc1ccc(-c2c3c(=O)n(C)c(=O)n(C)c3cn2CCCN2CCOCC2)cc1	6	-1	9	1	-0.3	4	-9	-21	-7	1
C=CCc1ccc(OCC(O)CN2CCN(c3ccccc3OC)CC2)c(OC)c1 (centres undefined)	0	3	-1	-4	-1.1	10	1	16	10	-4
Cn1ncc(N=Cc2c(O)ccc3ccccc23)c1C(=O)N1CCOCC1	7	-3	-5	0	-2.8	-1	2	-9	2	9
COc1ccccc1CN(C)C(=O)c1cccc(S(=O)(=O)N2CCN(Cc3ccccc3)CC2)c1	4	1	2	2	-1.4	-11	-1	-2	1	4
CN(c1ccccc1)S(=O)(=O)c1nnc(NC(=O)c2ccco2)s1	2	6	1	-1	-0.2	-1	-1	5	8	-5
O=C(O)C1Nc2c(O)cc(Cl)c([N+](=O)[O-])c2C2C=CCC12 (centres undefined)	91*	36*	93*	72*	-6.3	66*	53*	17	61*	3
Cc1cccc(OCC(=O)Nc2ccc(NC(=O)c3ccccc3)cc2)c1	-4	-3	-3	1	-0.2	-3	-2	8	-1	1

High-throughput results from PubChem.
